IDE inh – cellular human IDE inhibition; hit rate 0.41% among 320,000; HEK cells, FAbetaB cleavage, fluorescence polarization; inhibition, % at 5.59 µM;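 active = percent inhibition above the average of all tested compounds plus 3 SD, set per screening campaign, cut at about 16% in these data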;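 also: IDE supplied by intact live HEK cells; FP after avidin binding of uncleaved biotin substrate so inhibition keeps polarization high; 0% = DMSO wells and 100% = 60 µM reference IDE inhibitor Ii1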
IMP-1 inhibitor – blocks Pseudomonas aeruginosa IMP-1 metallo-beta-lactamase. purified IMP-1, nitrocefin hydrolysis, epi-absorbance fluorescence. inhibition, % at 5.6 µM. hit rate 0.45% among 290,000;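 active = inhibition above the mean plus 3 SD of all compounds in the same screening run, cut at about 4.5% in these data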;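 also: 0% = IMP-1 with DMSO and 100% = DMSO wells lacking enzyme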
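Test system: recombinant IMP-1 enzyme, purified / Medium: HEPES buffer pH 7.1 with ZnSO4 and Brij 35 / Doses: single dose, 5.6 µM / Times: 25 °C, 15 min preincubation, 25 min reaction / Detection: Epi-absorbance via hydrolysed-nitrocefin quenching of white-plate fluorescence, 480/530 nm, EDTA stop / Evaluation: percent inhibition from optical density relative to buffer-blank wells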
HCV NS3 hel inh – HCV NS3 helicase inhibition. NS3 helicase DNA unwinding, Cy5 molecular beacon fluorescence. inhibition, % at 10.9 µM. hit rate 0.56% among 290,000. AID 1800;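 active = inhibition above the mean of all tested compounds plus 3 SD, set per campaign, cut at about 35% in these data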;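 also: 0% = DMSO wells and 100% = thioflavine S control wells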
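test system = hepatitis C virus NS3 helicase domain fragment enzyme | reagent = annealed dual-labelled DNA beacon duplex, ATP-started | times = 1 h at 25 °C | detection = Cy5 fluorescence, 0 and 60 min reads | read-out basis = percent inhibition from t60/t0 fluorescence ratio | control set = DMSO and thioflavine S | replication = one well per compound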
CRFBP-R2 block – blocks CRF-induced signaling of the CRF-BP/CRF-R2 complex | AID 588475 | hit rate 0.59% among 350,000 | HEK293 CRF-R2/CRF-BP, CRF-induced calcium fluorescence | inhibition, % at 11.8 µM;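 active = inhibition of the ligand-induced calcium signal above about 50% at the single tested concentration, limit read from the data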
GalR3 antag – blocks the human galanin receptor 3 | HEK293 GalR3-CNG cAMP membrane potential fluorescence; galR3 body fused to GalR1 C-terminus | hit rate 0.44% among 360,000 | AID 651719 | inhibition, % at 3 µM;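 active = inhibition above the screen-wide average plus 3 SD, cut at about 13% in these data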;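 also: forskolin and galanin both at EC90 stimulate the cells; cAMP rise reported by CNG channel membrane potential dye signal; 0% = forskolin plus galanin with DMSO and 100% = forskolin alone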
Target sequence (O60755 1-299 limits assumed): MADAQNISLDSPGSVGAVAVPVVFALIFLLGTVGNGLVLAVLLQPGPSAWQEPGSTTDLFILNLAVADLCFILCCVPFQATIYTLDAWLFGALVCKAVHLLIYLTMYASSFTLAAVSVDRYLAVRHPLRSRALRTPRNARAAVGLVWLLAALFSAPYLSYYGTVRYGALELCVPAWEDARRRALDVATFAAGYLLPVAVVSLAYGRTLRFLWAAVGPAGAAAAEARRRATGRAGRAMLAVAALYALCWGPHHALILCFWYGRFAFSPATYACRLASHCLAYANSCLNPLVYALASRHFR
p-CIP stab down – compounds decreasing mouse p/CIP protein stability; Q05BA5; F442A p/CIP-EGFP cells, EGFP fluorescence, 16 h; decrease of EGFP signal, % at 10 µM; hit rate 0.01% among 290,000; AID 1984;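 active = EGFP signal decrease of at least 30% at 10 µM or well 3 SD below plate mean, unless failing retest; inactive = the rest, including hits failing retest or dose response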; also: some compounds called inactive have numbers as strong as hits; many of its hits are not listed in these tables
SUMO HTRF inh – inhibitors of human SUMOylation (UBC9); inhibition, % at 35 µM; hit rate 0.36% among 290,000; HTRF SUMOylation assay, SAE1/SAE2 + UBC9, in vitro; P63279; in the data active = inhibition above about 50%, passing the limit was not always enough; also: strong numbers were not always called active
Target sequence (P63279 whole entry, looked up): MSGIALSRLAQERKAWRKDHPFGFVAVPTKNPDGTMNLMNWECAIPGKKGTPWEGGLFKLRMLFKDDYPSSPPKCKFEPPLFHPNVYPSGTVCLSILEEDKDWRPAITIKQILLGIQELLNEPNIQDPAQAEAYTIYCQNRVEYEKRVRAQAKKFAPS
VIM-2 inh – inhibitors of Pseudomonas aeruginosa VIM-2 metallo-beta-lactamase; purified VIM-2, nitrocefin hydrolysis, epi-absorbance fluorescence; AID 1527; inhibition, % at 5.6 µM; hit rate 0.89% among 290,000;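 active = inhibition above the mean of all tested compounds plus 3 SD, cutoff set per screening run, cut at about 7.5% in these data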;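 also: red hydrolysis product quenches plate fluorescence so inhibitors raise well fluorescence; 0% = enzyme with DMSO and 100% = DMSO without enzyme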
IDE act – boosts human insulin-degrading enzyme activity in HEK cells | P14735 | FAbeta-B cleavage, fluorescence polarization; 0% vehicle, 100% cell-free pure enzyme wells | activation, % at 5.96 µM | hit rate 0.073% among 340,000 | AID 493087;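 active = activation above the mean of all tested compounds plus 3 SD, set per screening campaign, cut at about 17% in these data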
* marks the source's active call; other numbers are inactive results; / = no result given.

no.	SMILES	IDE inh	IMP-1 inhibitor	HCV NS3 hel inh	CRFBP-R2 block	GalR3 antag	p-CIP stab down	SUMO HTRF inh	VIM-2 inh	IDE act
1	CC1c2nc3ccccc3n2C(CC(=O)NC2CC2)C(=O)N1Cc1ccccc1 (stereo not drawn)	3	-2.8	-1	-1	-2	2	-1	-5.3	7
2	COC(=O)c1ccc(N2CCOCC2)c(NC(=O)c2ccc3c(c2)OCCO3)c1	2	-2.7	-4	21	-4	-12	-23	-1.7	0
3	O=C(CN1C(=O)c2ccccc2S1(=O)=O)N1CCN(c2cccc(Cl)c2)CC1	-2	3.1	-1	10	-2	/	/	-3.2	-2
4	C=CCOC(=O)C1=C(C)NC(C)=C(C(=O)OCC=C)C1c1ccc(C)o1	13	-0.9	5	32	-4	-3	14	0.7	3
5	O=C(NCCCN1CCOCC1)c1ccccc1NS(=O)(=O)c1ccc(Br)cc1	-1	-3.5	-8	1	-3	-5	-3	-2.8	4
6	COC(=O)CCc1c(C)c(C(=O)c2ccco2)c2ccccn12	3	-2.7	-3	-3	1	-2	7	1.8	0
7	CCOc1ccccc1NC(=O)C1CCCN(S(=O)(=O)c2cccc3cccnc23)C1 (stereo not drawn)	0	-1.9	12	-1	-2	-15	7	-3.4	-1
8	Cc1ccc(NC(=S)NC2CC3CCC(C2)N3Cc2ccco2)cc1C (stereo not drawn)	2	-0.5	-6	-19	6	-16	-7	1.8	-1
9	CS(=O)(=O)c1ccc(NC(=O)CCN2C(=O)C3CCCCC3C2=O)cc1 (stereo not drawn)	1	/	/	-5	-2	/	/	/	2
10	NC(=O)C1CCN(CCC(=O)Nc2ccc(Br)cc2)CC1	5	0.8	-4	24	-6	11	7	-3.7	5
11	CN(CC(=O)Nc1ccc(F)cc1)C(=O)Cn1c(=O)oc2ccccc21	5	/	/	-4	-4	/	/	/	4
12	CC1(C)CC(=O)N(c2cccc(Cl)c2)C(=O)C1	2	-2.4	2	6	-7	-15	4	-3.9	3
13	O=C(O)/C=C/C(=O)Nc1ccc(S(=O)(=O)N2CCCC2)cc1	12	-1.6	-4	8	-5	-2	0	-2.7	-9
14	O=C(NC(=S)Nc1nc(-c2cccc([N+](=O)[O-])c2)cs1)c1ccccc1Cl	0	-0.7	-4	-39	-5	0	25	1.8	/
15	Cc1ccc(NC(=O)CN(C)C2CCCCC2)cc1Br	8	-0.7	-13	-62	-7	3	-2	-2.5	-1
16	Cc1c(O)ccc2c(O)c(NC(=O)c3ccc4c(c3)CCC(C)(C)O4)c(=O)oc12	-1	-2.8	9	5	-7	-14	5	-3.1	4
17	CCCNC(=O)c1n[nH]c2c1CC(C(C)(C)CC)CC2 (stereo not drawn)	-1	/	/	-2	-1	/	/	/	-1
18	O=C(C(c1ccccc1)c1ccccc1)N1CCN(Cc2ccco2)CC1	-2	-2.8	0	3	0	8	3	-0.9	0
19	CCc1ccc2[nH]c(=O)c(C(c3nnnn3CCOC)N3CCN(c4ccccc4)CC3)cc2c1 (stereo not drawn)	-2	-3.3	-2	-4	-1	-4	17	-2.5	2
20	Cc1c(C(=O)OCC(C)C)[nH]c2c1C(=O)CC(c1cccs1)C2 (stereo not drawn)	-1	-5.6	-12	-7	-7	-8	5	-3.1	-1
21	CCOC(=O)CC1=C(C(=O)OCC)C(c2cccs2)C(C#N)=C(N)O1 (stereo not drawn)	3	-1.8	7	17	-2	-5	14	-1.2	2
22	O=S(=O)(c1cccc(S(=O)(=O)N2CCN(c3ncccn3)CC2)c1)N1CCOCC1	2	-3.7	0	11	-3	-1	4	-2.5	1
23	O=S1(=O)N=C(N/N=C/c2ccccn2)c2ccccc21	-3	-1.8	15	0	0	2	-61	-5.0	6
24	COc1ccc2[nH]c(=O)c(CN(C3CCCCC3)C(c3nnnn3Cc3ccco3)C(C)C)cc2c1 (stereo not drawn)	1	1.4	32	-55	/	-10	-2	-0.9	1
25	Cc1ccc(S(=O)(=O)c2c(C)cc(C)nc2Cl)cc1	-2	-2.2	-1	-8	-2	-2	-16	-3.0	-3
26	COc1ccc(N(S(=O)(=O)c2ccccc2)S(=O)(=O)c2ccccc2)c(N)c1	0	/	/	7	-6	/	/	/	1
27	O=c1[nH]c(C2CCCN(S(=O)(=O)c3ccccc3)C2)nc2c1nnn2Cc1ccccc1F (stereo not drawn)	3	-1.4	13	1	-5	-13	-1	-1.9	1
28	c1ccc(-c2nnc(OCc3cccnc3)c3ccccc23)cc1	4	-1.9	6	0	1	3	-5	0.3	-4
29	Cc1ccc(NC(=O)c2ccco2)c(NC(=O)c2ccccc2C)c1	-10	-2.2	5	-2	-4	-9	-5	-1.4	0
30	Cc1occc1-c1nnc(SCC(=O)c2ccc(F)cc2)o1	7	-2.3	31	11	-3	-14	9	-3.2	1
31	O=C(NC1CCCCC1)NC1CCN(S(=O)(=O)c2ccc3c(c2)OCCO3)CC1	5	-0.4	6	-4	-3	-4	11	-3.1	5
32	NC(=O)CCCc1nc(-c2ccccc2)no1	-3	-1.4	-9	-5	0	-2	6	-2.2	1
33	CC1=C(C(=O)Nc2ccccc2)C2(CCCCC2)C(C(N)=O)C(=S)N1 (stereo not drawn)	-2	1.4	2	-9	-11	-2	-9	0.7	-4
34	COc1cc(C(=O)OCC(=O)N2CCC(C)CC2)cc2c1OCCO2	6	/	/	10	-2	/	/	/	0
35	COc1ccc(-n2nnc3c(=O)n(CC(=O)NCC4CCCO4)cnc32)cc1 (stereo not drawn)	6	2.3	-5	9	-5	-5	-10	1.3	0
36	Cc1ccccc1OCCn1nc(C(=O)O)c2ccccc2c1=O	-2	-2.1	4	-23	2	-6	-11	1.6	6
37	Cc1ccc(S(=O)(=O)N(CC(=O)N/N=C\c2cccs2)c2cccc3cccnc23)cc1	0	-0.3	6	-58	-3	13	10	-0.7	2
38	CCCCC1CCC(C(=O)N(C)CC(=O)Nc2cccc(F)c2)CC1 (stereo not drawn)	-1	1.4	-11	-28	0	-8	-36	-0.6	3
39	NC(=O)C1CCN(c2oc(-c3ccccc3F)nc2S(=O)(=O)c2ccc(Cl)cc2)CC1	3	-4.6	-4	-8	1	6	8	-0.3	-6
40	COc1ccc(C2CC(c3ccc4ccccc4c3)=NN2C(=O)CN2C(=O)CCC2=O)cc1 (stereo not drawn)	3	-0.9	-6	-5	-2	11	10	-1.5	7
41	c1ccc(-c2cc3n(c2)CCc2ccccc2-3)cc1	7	-1.2	-2	-2	-1	0	-2	0.2	1
42	COc1ccc(CN2CCNC(=O)C2CC(=O)NCCc2c[nH]c3ccccc23)c(OC)c1 (stereo not drawn)	-2	-2.1	-6	9	0	-5	7	-4.0	-1
43	CC(=O)c1c(C)nn(CC(O)COc2ccc3c(c2)CCC3)c1C (stereo not drawn)	0	-4.9	3	-9	-4	-7	2	-2.1	2
44	O=C(Cc1ccccc1)NC(Nc1ccccc1)C(Cl)(Cl)Cl (stereo not drawn)	5	-1.5	12	0	-1	-1	-1	1.2	3
45	COCCN(CCOC)S(=O)(=O)c1ccc(C(=O)Nc2ccc(S(=O)(=O)Nc3nccc(C)n3)cc2)cc1	-1	-2.3	-13	9	-2	3	-8	-0.6	-3
46	Cc1cc(C)n(-c2ncnc3ccccc23)n1	4	-1.3	1	0	-4	-10	4	-1.4	5
47	Cc1ccccc1NC(=O)CSc1ccsc1[N+](=O)[O-]	1	-2.2	13	13	12	-10	14	-3.8	3
48	Cc1cc[n+](CC(=O)c2ccc(NC(=O)c3ccccc3)cc2)cc1	0	-2.4	-5	-6	-4	-1	6	-0.4	3
49	COc1ccc(NC(=O)N(C)C[C@H]2Oc3ccc(NC(=O)C4CCCCC4)cc3C(=O)N([C@H](C)CO)C[C@@H]2C)cc1	1	/	/	2	-1	/	/	/	2
50	COC(=O)c1cc(OC)c(OC)cc1NC(=O)c1ccc(OC)c(OC)c1	4	-0.6	-4	1	-6	-6	12	1.8	-3

8 entries already listed, sorted by length of the SMILES, smallest number first.
no.	SMILES	IDE inh	IMP-1 inhibitor	HCV NS3 hel inh	CRFBP-R2 block	GalR3 antag	p-CIP stab down	SUMO HTRF inh	VIM-2 inh	IDE act
30	Cc1occc1-c1nnc(SCC(=O)c2ccc(F)cc2)o1	7	-2.3	31	11	-3	-14	9	-3.2	1
28	c1ccc(-c2nnc(OCc3cccnc3)c3ccccc23)cc1	4	-1.9	6	0	1	3	-5	0.3	-4
43	CC(=O)c1c(C)nn(CC(O)COc2ccc3c(c2)CCC3)c1C (stereo not drawn)	0	-4.9	3	-9	-4	-7	2	-2.1	2
48	Cc1cc[n+](CC(=O)c2ccc(NC(=O)c3ccccc3)cc2)cc1	0	-2.4	-5	-6	-4	-1	6	-0.4	3
33	CC1=C(C(=O)Nc2ccccc2)C2(CCCCC2)C(C(N)=O)C(=S)N1 (stereo not drawn)	-2	1.4	2	-9	-11	-2	-9	0.7	-4
40	COc1ccc(C2CC(c3ccc4ccccc4c3)=NN2C(=O)CN2C(=O)CCC2=O)cc1 (stereo not drawn)	3	-0.9	-6	-5	-2	11	10	-1.5	7
45	COCCN(CCOC)S(=O)(=O)c1ccc(C(=O)Nc2ccc(S(=O)(=O)Nc3nccc(C)n3)cc2)cc1	-1	-2.3	-13	9	-2	3	-8	-0.6	-3
49	COc1ccc(NC(=O)N(C)C[C@H]2Oc3ccc(NC(=O)C4CCCCC4)cc3C(=O)N([C@H](C)CO)C[C@@H]2C)cc1	1	/	/	2	-1	/	/	/	2

(continued)
no.	SMILES	IDE inh	IMP-1 inhibitor	HCV NS3 hel inh	CRFBP-R2 block	GalR3 antag	p-CIP stab down	SUMO HTRF inh	VIM-2 inh	IDE act
51	O=C(Nc1ccc(-n2nncc2-c2ccco2)cc1)c1ccc(F)cc1	-4	-5.3	6	-10	-3	-8	8	-2.3	2
52	Cc1ccc(S(=O)(=O)N(CC(=O)Nc2ccccc2C(=O)O)c2ccccc2C)cc1	3	-2.4	14	19	-4	-6	10	-5.0	5
53	O=C(COC(=O)c1ccccn1)NCc1cccs1	4	/	/	-12	-4	/	/	/	5
54	O=C(NNS(=O)(=O)c1ccc(Cl)cc1)c1ccc(S(=O)(=O)N2CCCCC2)cc1	-3	-2.3	2	-6	-5	10	-8	-0.1	-1
55	Cc1cc(/C=N/n2cnnc2)c(C)n1-c1ccc(OCc2ccc(Cl)cc2Cl)cc1	5	-3.7	-2	-3	/	-21	5	-0.3	-4
56	CCOC(=O)CNS(=O)(=O)CCN1C(=O)c2ccccc2C1=O	4	-3.4	3	10	-2	-3	7	-3.2	-3

Screening data from PubChem.
